Screening data deposited in PubChem by several laboratories.
Rtt109 Vps75 – inhibitors of Candida albicans Rtt109/Vps75 histone acetyltransferase; AID 540336; actives 0.16% (n = 330,000); inhibition, % at 34.9 µM; purified Rtt109/Vps75, ThioGlo CoA-SH fluorescence, 4 h;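 active = inhibition of at least 50% in every replicate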
CDK5 inh – CDK5/p35 (human) kinase inhibition; Recombinant CDK5/p35, ADP-Glo luminescence, 60 min; inhibition, % at 10 µM; actives 0.01% (n = 330,000); AID 488839;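 active = highest replicate inhibition of at least 50% and at least 75% of replicates reaching 50%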;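 also: plate controls were DMSO neutral control for no effect and GW8510 at 10 µM for full effect; many of its hits are not listed in these tables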
Target sequence (Q00535 whole entry, looked up): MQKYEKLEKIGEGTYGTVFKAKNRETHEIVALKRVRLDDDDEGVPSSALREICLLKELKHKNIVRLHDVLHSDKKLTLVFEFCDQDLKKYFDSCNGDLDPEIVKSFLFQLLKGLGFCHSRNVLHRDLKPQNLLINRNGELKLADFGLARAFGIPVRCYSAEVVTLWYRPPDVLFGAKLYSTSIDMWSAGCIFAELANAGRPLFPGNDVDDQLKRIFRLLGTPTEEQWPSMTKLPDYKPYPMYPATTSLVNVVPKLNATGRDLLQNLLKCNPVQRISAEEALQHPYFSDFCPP
Target sequence (Q15078 whole entry, looked up): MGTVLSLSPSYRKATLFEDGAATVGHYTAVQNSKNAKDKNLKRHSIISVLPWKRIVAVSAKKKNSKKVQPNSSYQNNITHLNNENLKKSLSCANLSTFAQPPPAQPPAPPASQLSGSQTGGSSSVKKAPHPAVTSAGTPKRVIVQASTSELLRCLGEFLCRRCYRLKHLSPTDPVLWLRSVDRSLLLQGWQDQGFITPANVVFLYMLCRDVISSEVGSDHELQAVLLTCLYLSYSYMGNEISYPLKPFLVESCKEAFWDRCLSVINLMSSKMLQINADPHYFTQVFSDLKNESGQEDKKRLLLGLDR
SR-BI DiI inh – blocks mouse SR-BI lipid uptake from DiI-HDL. ldlA[mSR-BI] CHO cells, DiI-HDL uptake fluorescence, 3 h. inhibition, % at 12.5 µM. actives 0.96% (n = 320,000). AID 488896;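 active = mean replicate inhibition of at least 70% and a set share of replicates each scoring 70 or more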;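 also: 0% = median of neutral control wells and 100% = median of positive control wells; values of inactives mirror those of a sister screen read the other way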
dFosB activator – activators of mouse delta FosB homodimer; purified delta FosB, TAMRA-CDK5 oligo fluorescence polarization; percent of positive-control signal above neutral wells; activation, % at 25 µM; actives 0.99% (n = 340,000);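 active = mean activation above about 17%, with every replicate also reaching it, limit read from the data, passing the limit was not always enough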;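 also: fluorescence polarization rise as delta FosB binds a TAMRA Cdk5 AP-1 oligo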
HTR5A ag ctr – counter-screen for OPRM1-OPRD1 agonists: human HTR5A agonism. P47898. HTR5A agonist assay, luminescence, cell-based. activation, % at 9.3 µM. actives 0.61% (n = 340,000); in the data active = activation mostly above about 9.5%, no sharp cut-off; inactive = mostly below about 7.6%;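 also: 0% = cells with vehicle only and 100% = reference agonist; strong numbers were not always called active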
Target sequence (P47898 whole entry, looked up): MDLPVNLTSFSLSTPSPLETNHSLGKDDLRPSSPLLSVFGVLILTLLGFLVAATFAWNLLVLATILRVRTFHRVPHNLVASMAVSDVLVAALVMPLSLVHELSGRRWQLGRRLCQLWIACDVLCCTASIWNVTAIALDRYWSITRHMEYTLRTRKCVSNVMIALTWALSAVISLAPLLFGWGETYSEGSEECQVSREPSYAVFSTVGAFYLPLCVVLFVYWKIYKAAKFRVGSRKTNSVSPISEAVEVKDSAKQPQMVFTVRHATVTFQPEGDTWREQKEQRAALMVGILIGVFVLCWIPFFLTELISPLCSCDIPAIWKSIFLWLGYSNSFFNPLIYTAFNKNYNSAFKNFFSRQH
RTF Ca sens act – cardiac RTF calcium sensitization. IANBD-labeled TnC RTF fluorescence at EC20 calcium; 0% EC20 calcium, 100% full calcium. activation, % at 7.2 µM. actives 0.24% (n = 340,000);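 active = activation above the mean over all tested compounds plus 3 SD, cut at about 30% in these data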;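 also: rise in fluorescence read as greater calcium sensitivity of cardiac thin filaments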
Wnt bcat act – activators of Wnt/beta-catenin signaling; Wnt/beta-catenin reporter cell assay, activator, plate reader; activation, % at 9.35 µM; actives 1.2% (n = 300,000); AID 743398; in the data active = activation above about 30%, passing the limit was not always enough;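 also: 0% = neutral control wells and 100% = positive control wells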
PvdQ inh – P. aeruginosa PvdQ acylase inhibition; purified PvdQ acylase, fluorescence plate reader; inhibition, % at 10 µM; actives 0.063% (n = 340,000); AID 488965; in the data active = inhibition above about 30%, passing the limit was not always enough;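 also: 0% = vehicle neutral wells and 100% = reference inhibitor wells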
MITF act – MITF TRPM1 promoter activation in melanoma cells; SK-MEL-5 TRPM1-promoter luciferase, 24 h; % of positive control, neutral wells = 0; actives 0.75% (n = 300,000); activation, % at 12.5 µM; AID 588334;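 active = mean activation of at least 80% with every replicate also reaching 80%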;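 also: 0% = neutral control wells and 100% = parthenolide positive control wells; values of inactives mirror those of a sister screen read the other way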
SR-BI DiI-HDL act – activators of SR-BI mediated HDL lipid uptake; CHO ldlA[mSR-BI] cells, DiI-HDL uptake fluorescence, 3 h; 100 = double the neutral-control signal; activation, % at 12.5 µM; actives 0.096% (n = 320,000);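 active = mean replicate activation of at least 60% and every replicate at or above 60%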;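 also: 0% = median plate neutral-control signal and 100% = twice that signal; values of inactives mirror those of a sister screen read the other way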
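system = CHO ldlA[mSR-BI] cells, LDL receptor-null, SR-BI overexpressing | medium = Ham's F12 with 0.5% BSA, HEPES 25 mM, pH 7.4 | probe or stimulus = DiI-HDL 10 µg/mL | compound dosing = single-point compound dose | incubation = compound exposure 3 h, 37 °C | technique = DiI fluorescence, bottom read | read-out = cell-associated DiI fluorescence as measure of HDL uptake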
Starred values were filed as active, the others as inactive; · = no result given.

compound	Rtt109 Vps75	dFosB activator	PvdQ inh	HTR5A ag ctr	RTF Ca sens act	CDK5 inh	SR-BI DiI inh	SR-BI DiI-HDL act	Wnt bcat act	MITF act
Cc1ccc(-c2cnc(NC(=O)CCC(=O)N(C)Cc3ccccc3)n2C)cc1	7	-3	-15	-2	-3	1.2	-10	10	7	3
CCOC(=O)CN(c1cc([N+](=O)[O-])ccc1OC)S(C)(=O)=O	4	0	-9	-1	0	-0.8	-15	15	-2	2
CC(NC(=O)/C(=C/c1ccc2c(c1)OCO2)NC(=O)c1cccc([N+](=O)[O-])c1)C(=O)O (stereo not drawn)	12	-3	7	2	2	-0.4	7	-7	-2	-3
O=C(C1=C[C@H](C2CC2)C[C@H](OCCCCO)O1)N1CCOCC1	12	-12	10	6	-8	1.4	-4	4	1	-2
Cc1nc(-c2ccccn2)sc1C(=O)O	2	0	-16	1	1	1.1	7	-7	1	-6
O=C(CCSc1ccc(Cl)cc1)N1CCCCCC1	-7	-1	-15	1	6	-0.3	-16	16	·	74
Cc1ccc2oc(C(=O)Nc3nonc3C)c(C)c2c1	-1	10	-8	11*	-5	-0.1	-4	4	12	75
COc1cc(/C=N/NC(=O)c2ccc(=O)[nH]n2)ccc1O	0	-1	-5	-6	-1	-1.6	17	-17	·	6
COc1ccc(NC(=O)c2cccc(N3C(=O)C4C5C=CC(C6CC56)C4C3=O)c2)cc1 (stereo not drawn)	4	-9	-5	1	-2	-2.0	-6	6	-2	-7
CCOC(=O)C1=C(C)NC(C)=C(C(=O)OCC)C1c1cc(N)ccc1OC(F)F	-5	-8	-14	1	2	-1.3	-8	8	-4	11
COc1ccc(-n2ncc3c2CC(C)(C)CC3NC(=O)CSc2ccccn2)cc1 (stereo not drawn)	4	-10	4	-3	-6	-0.9	24	-24	-2	-6
O=C(COc1ccccc1)Nn1c(-c2ccccc2)nc2ccccc2c1=O	1	1	4	5	-4	1.2	-44	44	0	6
CCOc1ccccc1OCC(=O)OCC(=O)c1c(C)[nH]c2ccccc12	8	-12	1	0	-15	-1.5	-7	7	-2	-6
CC(C)(C)c1cc(NC(=O)CSc2nnc(NCc3ccccc3)s2)n(-c2ccccc2)n1	8	-5	-14	3	-3	-0.6	-2	2	-1	3
Cc1ccccc1C(=O)Nc1ccccc1C(=O)NC1CC1	-3	-5	-7	4	5	0.6	7	-7	0	-9
COCCNC(=O)c1ccc(N2CCCCC2)c(NS(=O)(=O)c2ccc(C)cc2)c1	26	-8	2	-4	-1	-0.7	-22	22	·	4
CN(C)CCNC(=S)Nc1cccc(Cl)c1	3	-6	-7	6	3	0.0	-24	24	·	-5
Cc1ccc2cc(C(c3nnnn3Cc3ccccc3)N3CCc4ccccc43)c(=O)[nH]c2c1C (stereo not drawn)	-1	-2	-14	-4	-2	1.8	-6	6	-4	-24
O=C(NCCN1CCOCC1)c1ccc(CSc2nc3ccncc3n2Cc2ccc(F)cc2)cc1	·	-4	-5	-6	2	-5.5	-15	15	-7	-3
N#C/C(=C\c1cc2ccccc2nc1N1CCOCC1)C(=O)Nc1ccc(N2CCOCC2)cc1	·	-9	6	3	-15	-0.6	28	-28	-3	-5
COc1cc(C(=O)Nc2ccc(Cl)c(C(F)(F)F)c2)cc(OC)c1OC	1	-20	-18	4	33*	-0.9	58	-58	-5	10
CCn1c(C)csc1=NC(=O)c1ccccc1O	-1	-4	12	4	-6	3.5	9	-9	16	27
Cc1ccc(-c2nc(NC(=O)c3cc(C(C)(C)C)nn3C)sc2C)cc1Cl	5	-8	-12	7	5	-1.1	73*	-73	-2	-2
CN(CCNC(=O)CCNC(=O)Cn1ccc2ccccc2c1=O)Cc1ccccc1	-7	1	-20	-1	1	2.1	-19	19	·	-7
CC(=O)Nc1cc2c(cc1NC(=O)Cn1nc(-c3ccccc3)ccc1=O)OCCO2	1	2	-14	-2	4	1.9	-4	4	-1	2
Cc1ccc(C)c(CSc2nnc(-c3ccccn3)n2N)c1	-2	-6	-14	5	4	-0.2	-9	9	-4	·
COCCSc1nnc(NS(=O)(=O)Cc2ccccc2)s1	-5	-8	-4	3	4	-0.1	-4	4	1	3
CCCCCCSC1=C(C#N)C(=O)NC2(CCCCC2)S1	-3	-7	2	1	-6	1.2	-11	11	·	-3
O=C(c1cccc(C(F)(F)F)c1)C1CCCN(C(=O)C2CCOCC2)C1 (stereo not drawn)	-5	-7	10	3	-4	1.2	-7	7	-1	5
CCOC(=O)C1CN(S(=O)(=O)c2cc(OC)ccc2OC)C1	-3	0	-9	3	-2	0.5	-13	13	0	0
CCOC(=O)c1c(NC(=S)Nc2ccc(F)cc2)sc2c1CCC2	-3	-6	-9	-2	-2	0.6	68	-68	·	·
C/C(=N\Nc1cc(N2CCOCC2)nc(C)n1)c1ccc(F)cc1	2	3	-16	-1	1	0.1	-5	5	0	36

Part of the list above in a different format.
CN(CCNC(=O)CCNC(=O)Cn1ccc2ccccc2c1=O)Cc1ccccc1
  Rtt109 Vps75: -7	dFosB activator: 1	PvdQ inh: -20	HTR5A ag ctr: -1	RTF Ca sens act: 1	CDK5 inh: 2.1	SR-BI DiI inh: -19	SR-BI DiI-HDL act: 19	Wnt bcat act: ·	MITF act: -7
CCn1c(C)csc1=NC(=O)c1ccccc1O
  Rtt109 Vps75: -1	dFosB activator: -4	PvdQ inh: 12	HTR5A ag ctr: 4	RTF Ca sens act: -6	CDK5 inh: 3.5	SR-BI DiI inh: 9	SR-BI DiI-HDL act: -9	Wnt bcat act: 16	MITF act: 27
O=C(CCSc1ccc(Cl)cc1)N1CCCCCC1
  Rtt109 Vps75: -7	dFosB activator: -1	PvdQ inh: -15	HTR5A ag ctr: 1	RTF Ca sens act: 6	CDK5 inh: -0.3	SR-BI DiI inh: -16	SR-BI DiI-HDL act: 16	Wnt bcat act: ·	MITF act: 74
CCCCCCSC1=C(C#N)C(=O)NC2(CCCCC2)S1
  Rtt109 Vps75: -3	dFosB activator: -7	PvdQ inh: 2	HTR5A ag ctr: 1	RTF Ca sens act: -6	CDK5 inh: 1.2	SR-BI DiI inh: -11	SR-BI DiI-HDL act: 11	Wnt bcat act: ·	MITF act: -3

The list continues:
compound	Rtt109 Vps75	dFosB activator	PvdQ inh	HTR5A ag ctr	RTF Ca sens act	CDK5 inh	SR-BI DiI inh	SR-BI DiI-HDL act	Wnt bcat act	MITF act
Cc1ccc(SCCSc2nc(C)cc(=O)[nH]2)cc1	2	3	-3	0	-2	-0.2	-6	6	34*	53
CC(C)CNC(=O)[C@@H]1CSC2c3ccccc3C(=O)N21 (stereo partly drawn)	4	-9	-20	3	0	1.5	4	-4	-2	-5
Cc1ccc(C)c(N2CCN(C(=O)c3cc(S(=O)(=O)N4CCCC4)cn3C)CC2)c1	1	-18	-6	0	2	-0.8	38	-38	-5	·
Cc1c(Cl)cccc1NC(=S)N1CCN(c2ncccn2)CC1	7	2	3	0	-2	0.1	-27	27	·	4
O=C1OCC(Cn2c3ccccc3c3ccccc32)O1 (stereo not drawn)	-3	-3	-4	-1	-4	0.8	-24	24	·	-2
COc1cccc(-c2csc(NNC(=O)c3cccs3)n2)c1	5	-5	-14	·	·	0.9	1	-1	-2	·
C/C(CC(=O)Nc1ccc2ccccc2c1)=N\NC(=O)c1ccc(O)c(O)c1	10	-1	-13	-5	2	1.1	-15	15	-4	13
Cn1cc([C@@H]2C[C@H]3CN(Cc4cccc(Cl)c4)C(=O)[C@]34CCCN24)c2ccccc21	0	3	-6	7	7	-0.8	26	-26	-5	-15
C=CCn1c(CSCc2ccc(F)cc2)n[nH]c1=S	-2	-11	-14	-3	0	2.6	10	-10	0	·
O=C(NNC(=O)c1cc2ccccc2o1)c1ccncc1	2	1	-14	0	7	-3.3	-15	15	-4	8
Cc1ccc(S(=O)(=O)N2CCN(C(=O)c3ccccc3)C2C(C)C)cc1 (stereo not drawn)	13	1	15	1	-2	11	-12	12	0	9
Cc1ccc(CNC(=O)[C@H](Cc2ccccc2)NC(=O)c2ccco2)cc1	-1	-2	-4	-11	-2	-1.1	-14	·	-2	1
CC1=C(C(=O)Nc2ccccc2)C2(CCCCC2)C(C#N)=C(S)N1	23	-3	12	8	-5	4.2	·	·	0	1
O=c1cc(O)c2ccccc2n1Cc1ccccc1	9	-9	0	1	7	0.2	-14	14	0	-4
COc1ccc(CCNC(=O)Cc2cccc(C(F)(F)F)c2)cc1OC	5	-3	4	3	-6	2.8	-3	3	-1	-7
CCOc1ncccc1C(=O)N=c1sccn1C	5	-3	-1	-4	1	0.2	-15	15	2	2

Another view of 2 compounds above:
Fields – Rtt109 Vps75 | dFosB activator | PvdQ inh | HTR5A ag ctr | RTF Ca sens act | CDK5 inh | SR-BI DiI inh | SR-BI DiI-HDL act | Wnt bcat act | MITF act
- O=c1cc(O)c2ccccc2n1Cc1ccccc1
  9 | -9 | 0 | 1 | 7 | 0.2 | -14 | 14 | 0 | -4
- CCOc1ncccc1C(=O)N=c1sccn1C
  5 | -3 | -1 | -4 | 1 | 0.2 | -15 | 15 | 2 | 2

Next results follow.
compound	Rtt109 Vps75	dFosB activator	PvdQ inh	HTR5A ag ctr	RTF Ca sens act	CDK5 inh	SR-BI DiI inh	SR-BI DiI-HDL act	Wnt bcat act	MITF act
CCOCCCNCc1cc(Br)ccc1OCc1ccccc1	6	-3	-1	3	4	-1.3	-15	15	2	4
CC(=O)OCC(=O)Nc1c(C)cc(C)cc1C	39	-5	2	1	3	2.3	9	-9	4	5
Cc1cccn2cc(CSc3ccccc3N)nc12	3	-1	-16	-2	-5	1.5	23	-23	·	50
O=C1CCCC(=O)C1C(=O)C1CCN(S(=O)(=O)c2ccccc2)CC1	3	1	-2	1	7	1.6	-13	13	-10	-4
CN=C(Nc1ccc(Cl)cc1)c1ccc(C(F)(F)F)cc1	21	2	0	3	-2	-1.2	-2	2	26	25
Cc1csc(SCC(=O)NCc2cccs2)n1	0	6	1	2	2	-1.3	-5	5	4	11
O=C(COC(=O)c1ccc([N+](=O)[O-])o1)NCCc1ccccc1	-5	-10	-7	-3	4	-1.3	-7	7	-2	-9
Cc1nc2scc(C)n2c(=O)c1S(=O)(=O)Nc1ccc(F)cc1	-5	2	6	0	-7	-0.5	·	·	-2	-14
CN(Cc1c(C(=O)N/N=C/c2ccccc2)nnn1-c1nonc1N)c1ccccc1	11	6	2	-2	0	-1.6	-21	21	2	-2
Cc1ccccc1Cn1c(=O)n(C)c(=O)c2sccc21	0	0	-11	-1	-2	-3.1	20	-20	-1	-14
O=[N+]([O-])c1cccc(S(=O)(=O)NCCc2cccs2)c1	-5	-4	-9	1	6	2.1	·	·	-1	3

Full records from above. Screens in order: Rtt109 Vps75 | dFosB activator | PvdQ inh | HTR5A ag ctr | RTF Ca sens act | CDK5 inh | SR-BI DiI inh | SR-BI DiI-HDL act | Wnt bcat act | MITF act
CC(=O)OCC(=O)Nc1c(C)cc(C)cc1C across the screens: 39 | -5 | 2 | 1 | 3 | 2.3 | 9 | -9 | 4 | 5
CCOCCCNCc1cc(Br)ccc1OCc1ccccc1 across the screens: 6 | -3 | -1 | 3 | 4 | -1.3 | -15 | 15 | 2 | 4
Cc1cccn2cc(CSc3ccccc3N)nc12 across the screens: 3 | -1 | -16 | -2 | -5 | 1.5 | 23 | -23 | · | 50
Cc1ccccc1Cn1c(=O)n(C)c(=O)c2sccc21 across the screens: 0 | 0 | -11 | -1 | -2 | -3.1 | 20 | -20 | -1 | -14
